From PubChem
rat mGlu8 modulation – rat mGlu8 modulation via Gqi9 calcium signal, confirmation, counter-screen for GIRK activator project, cell-based, HEK293 rmGlu8, Gqi9 chimera. HEK293 rmGlu8/Gqi9 calcium flux, Fluo-4 fluorescence; glutamate at EC20 added after compound. hit rate 4% among 2,100. calls only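 (single compound addition from 20 µM solution with 0.2% DMSO)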;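 active = calcium fluorescence trace judged by eye to show a response, as agonist, enhancer of the glutamate response, or inhibitor; inactive = trace judged by eye to show no response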
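system = HEK-293 cells stably expressing rat mGlu8, plus transient chimeric Gqi9 | measured by = Fluo-4 calcium fluorescence, 1 Hz | timing = compound pre-exposure 4 min, post-glutamate read 2 min | measure = F/F0 fluorescence traces judged visually for each well | medium = HEPES-buffered HBSS at pH 7.4 | doses = single compound addition from 20 µM solution, 0.2% DMSO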
Calls only; i = inactive. These rows are one share of the data. The share of hits here may be higher or lower than overall.

SMILES	rat mGlu8 modulation
CC(C)CCn1c(=O)c(C(=O)Nc2ccccc2S(N)(=O)=O)c(O)c2ccccc21	i
CCN1/C(=C\C=C\C2=[N+](CC)c3ccccc3C2(C)C)C(C)(C)c2ccccc21	i
CNC(=O)OCCc1nccn1C	i
O=c1cc(C(F)(F)F)c2cc3c4c(c2o1)CCCN4CCC3	i

In the list so far, these contain nitrogen in an aromatic ring.
SMILES	rat mGlu8 modulation
CC(C)CCn1c(=O)c(C(=O)Nc2ccccc2S(N)(=O)=O)c(O)c2ccccc21	i
CNC(=O)OCCc1nccn1C	i

3 entries out of the list, sorted by number of heavy atoms, descending.
SMILES	rat mGlu8 modulation
CCN1/C(=C\C=C\C2=[N+](CC)c3ccccc3C2(C)C)C(C)(C)c2ccccc21	i
O=c1cc(C(F)(F)F)c2cc3c4c(c2o1)CCCN4CCC3	i
CNC(=O)OCCc1nccn1C	i
